GPR35 arrestin U2OS: GPR35 antagonists blocking zaprinast-driven arrestin recruitment, primary screen, imaging, U2OS, beta-arrestin-GFP, zaprinast agonist (AID 2058) | U2OS GPR35 beta-arrestin-GFP translocation imaging, zaprinast antagonism; higher % means a stronger effect | one-dose inhibition, % at 10 µM; IC50 in µM for titrated hits | G-protein coupled receptor 35 (Homo sapiens) | 290,000 tested, 0.052% active;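 active = inhibition of at least 50% with at least 30 cells and total cytoplasm GFP at most 10,000,000; inconclusive = under 30 cells or total GFP of 10,000,000 plus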
Rac1 GTP hydrolysis: MgcRacGAP GTPase-activating activity inhibitors, confirmation, biochemical, ADP Hunter fluorescence | Rac GTPase-activating protein 1 (Homo sapiens) | 340,000 tested, 0.6% active | one-dose inhibition, % at 30 µM; IC50 in µM for titrated hits | AID 624330, 2012 | MgcRacGAP-stimulated Rac1 GTP hydrolysis, ADP Hunter fluorescence; higher % means a stronger effect; GST-tagged Rac1 F28L mutant substrate;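 active = first-screen hits whose inhibition reached a set limit at any dose in the follow-up dose series; inconclusive = inhibition above the set first-screen limit but never retested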;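 also: fluorescence reports GDP produced by GAP-driven GTP hydrolysis; strong numbers were not always called active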
GPR55 antagonists: GPR55 antagonists blocking LPI-driven arrestin recruitment, primary screen, imaging, U2OS, beta-arrestin-GFP, LPI agonist (AID 2013); G-protein coupled receptor 55 (Homo sapiens); inhibition, % at 10 µM, or IC50 in µM where a hit was titrated; U2OS GPR55 beta-arrestin-GFP translocation imaging, LPI antagonism; higher % means a stronger effect; 290,000 tested, 0.13% active;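 active = spots per cell inhibited over 60%, with over 100 cells counted and total cytoplasm intensity under 500,000; inconclusive = wells with under 100 cells, flagged as likely toxic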;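 also: U2OS cells stably carrying GPR55 and arrestin-GFP stimulated by 5 µM LPI near EC80; imaged beta-arrestin-GFP aggregate spots per cell after agonist stimulation; plate controls were LPI-stimulated DMSO wells for no effect and DMSO wells without LPI for full effect; some results filed as inactive read as strong as hits; confirmed hits need IC50 under 10 µM and bright autofluorescent wells are also inconclusive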
HIV peptide binding: inhibitors of HIV fusion peptide binding, primary screen, biochemical, uHTS, fluorescence dequenching (AID 1986); 290,000 tested, 0.3% active; cell-free peptide binding, fluorescence dequenching, 30 min; higher % means a stronger effect; inhibition, % at 20 µM; hits with a dose series show IC50 in µM; in the data active = inhibition mostly above about 52%, no sharp cut-off; inactive = mostly below about 76%; also: some results filed as inactive read as strong as hits
SV40 large T antigen: SV40 large T antigen inhibitors, biochemical (AID 1903); SV40 large T antigen ATPase/helicase inhibition assay; higher % means a stronger effect; one-dose inhibition, % at 20 µM; IC50 in µM for titrated hits; 310,000 tested, 0.39% active; in the data active = a potency from the dose series; inconclusive = inhibition mostly from about 32% at the one dose, without a potency; inactive = the rest, 99 in 100 with inhibition below about 32%; also: strong numbers were not always called active
Dengue-2 NS5 capping: Dengue-2 NS5 methyltransferase inhibitors, primary screen, biochemical, confirmation dose response (AID 588689). one-dose inhibition, % at 25 µM; IC50 in µM for titrated hits. 340,000 tested, 0.3% active. Dengue-2 NS5 methyltransferase capping enzyme assay, biochemical; higher % means a stronger effect; in the data active = a potency from the dose series; inconclusive = inhibition above about 29% without an active follow-up result
RSV CPE inhibition: RSV antiviral activity via CPE protection, HEp-2 cells, primary 10 µM value included (AID 2391) | CPE inhibition, % at 10 µM; hits with a dose series show IC50 in µM | HEp-2 cells, RSV-induced CPE inhibition; higher % means a stronger effect | 310,000 tested, 0.13% active; in the data active = a potency from the dose series; inconclusive = CPE inhibition mostly from about 23% at the one dose, without a potency; inactive = the rest, 99 in 100 with CPE inhibition below about 21%; also: strong numbers were not always called active
PhoP inhibition: inhibitors of PhoP regulon expression, primary screen, Salmonella Typhimurium, GFP reporter (AID 1863) | one-dose inhibition, % at 50 µM; IC50 in µM for titrated hits | S. Typhimurium PhoP-regulated promoter GFP reporter, 4 h; higher % means a stronger effect | 300,000 tested, 0.16% active;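 active = inhibition over 29.93%, a cutoff 3 SD above the screen mean, later confirmed by dose response; inconclusive = inhibition over 29.93% but no dose response follow-up; inactive = inhibition at most 29.93% or unconfirmed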;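 also: 0% = low Mg2+ inducing control and 100% = high Mg2+ repressing control; strong numbers were not always called active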
K1F lysis inhibition: inhibition of K1F phage lysis, E. coli UTI89, bacterial capsule biogenesis inhibitors, alamar blue (AID 488966). E. coli UTI89 K1F phage lysis, alamar blue, 2 h; higher % means a stronger effect. one-dose inhibition, % at 100 µM; IC50 in µM for titrated hits. 340,000 tested, 0.02% active;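 active = phage lysis inhibition, versus mean bacterial control, above a set limit; inconclusive = no clear call, values can overlap the other calls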;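 also: capsule biogenesis inhibitors block K1F phage lysis so surviving cells raise fluorescence; higher fluorescence means more inhibition of phage lysis; actives were called in the ten point dose series up to 300 µM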
Dengue-2 NS5 capping pilot replicate: also measured in Dengue-2 NS5 capping; calls as there; inhibition, %; measured here: pilot screen replicate inhibition
* = called active by the depositor; i = inactive; ? = inconclusive; · = not tested or not shown; [ ] = dose if it differs, or a comment.

SMILES | GPR35 arrestin U2OS | Rac1 GTP hydrolysis | GPR55 antagonists | HIV peptide binding | SV40 large T antigen | Dengue-2 NS5 capping | RSV CPE inhibition | PhoP inhibition | K1F lysis inhibition | others
CC(OC(=O)c1ccc2ccccc2c1)C(=O)N(C)Cc1ccccc1 (configuration not stated) | · | -0.6% | · | · | · | -6.6% | 2.4% | · | 0.4%[50 µM]
NC(=O)C1CCN(C2CC(=O)N(c3ccc(F)c(Cl)c3)C2=O)CC1 (configuration not stated) | 20.0% | 4.9% | 15.2% | 1.1% | 19.0% | -3.2% | 1.7% | -0.9% | 0.4%
CCCn1c(N)c(N(CCOC)C(=O)c2cc3c(s2)CCC(CC)C3)c(=O)[nH]c1=O (configuration not stated) | · | 10.4% | · | · | · | -3.6% | 0.3% | · | 0.8%[50 µM]
Cc1cc(C)c[n+](C(C)C(=O)c2ccc(-c3ccccc3)cc2)c1 (configuration not stated) | 7.6% | 11.3% | 17.1% | 0.2% | 12.9% | -5.2% | 2.1% | -12.0% | 8.2%
Cc1ccc(CN(Cc2ccccn2)C(=O)Nc2ccc(C)c(C)c2)cc1 | 4.7% | 14.6% | 4.1% | -0.9% | 9.4% | -2.0% | ? | -1.1% | -0.1%
Cc1cccc(-c2nn(-c3ccccc3)cc2C(=O)N(C)CC(=O)Nc2ccc(N3CCOCC3)cc2)c1 | · | 3.0% | · | · | 1.3% | 3.7% | -1.2% | -12.2% | 1.6%[50 µM]
CCOC(=O)c1oc2ccc(CNCCO)c(Cl)c2c1C | -2.0% | 5.3% | -6.1% | -1.3% | -5.0% | · | -0.1% | 5.1% | 0.0%
CCOC(=O)C1CN(S(=O)(=O)c2ccc(F)cc2)C1 | -11.2% | 7.7% | 0.3% | -0.3% | 0.6% | -5.7% | 2.2% | -1.3% | 0.2%
CCc1ccc(C(C(=O)NC2CCCC2)N(Cc2cccnc2)C(=O)c2csnn2)cc1 (configuration not stated) | -14.6% | 6.5% | -3.4% | 1.0% | 4.3% | -0.8% | 1.0% | -2.5% | 0.3%
CCc1cc2c(=O)c(-c3cnn(-c4ccccc4)c3)c(C)oc2c(CN2CCCCC2)c1O | 11.1% | 5.1% | 11.3% | 0.4% | 8.6% | -4.6% | 1.1% | -6.2% | -0.1%
CCc1ccc(NC(=O)CN2CCc3ccccc3C2)cc1 | -3.7% | 6.2% | 12.0% | 2.2% | 4.0% | -1.4% | 2.0% | 8.1% | -0.2% | Dengue-2 NS5 capping pilot replicate=-2.9
NC(=S)Cc1nc(-c2ccccc2)cs1 | -8.7% | 5.5% | -9.8% | 17.0% | 22.0% | -4.0% | 2.9% | 17.2% | ?
COc1ccccc1/C=N/NC(=O)c1[nH]c(C)c(C(=O)N/N=C/c2ccccc2OC)c1C | 19.7% | 4.5% | 1.5% | -2.8% | 16.5% | -9.0% | 1.9% | 16.0% | 0.6%[50 µM]
CCc1cc2cccc(C)c2nc1SCC(=O)NNC(=O)c1ccco1 | -9.0% | 5.7% | 16.3% | 0.2% | 19.9% | -4.8% | -0.7% | -8.8% | 4.2%
COc1ccc(NC(=S)NC(=O)Cc2ccccc2)cc1 | 3.5% | 8.9% | 9.0% | -1.2% | 8.2% | -2.7% | 0.4% | -4.9% | 0.2%
Clc1ccc(/C=N/Nc2ncnc3ccccc23)cc1Cl | 4.1% | 3.7% | 12.5% | 0.3% | -2.4% | 3.9% | 3.4% | -6.3% | 1.6%
CC(=O)c1ccc(NC(=O)c2ccc3snnc3c2)cc1 | 13.8% | 5.3% | 20.4% | 0.9% | 29.3% | -1.0% | 1.0% | -3.0% | 1.7%[50 µM]
CC1OC(OC2C(Oc3c(-c4ccc(O)cc4)oc4cc(O)cc(O)c4c3=O)OC(COC3O[C@@H](C)[C@H](O)[C@@H](O)C3O)C(O)C2O)C(O)C(O)C1O (some centres not stated) | · | 2.0% | · | · | 3.2% | -4.3% | · | 8.2% | 0.8%
CN(C)c1ccc(NC(=O)CSc2nc3c(c(=O)[nH]2)CCCC3)cc1 | -12.1% | 28.3% | 19.0% | 0.8% | 5.87µM* | -7.2% | -0.4% | 7.0% | -2.3%
CC(C)CN1C(=O)C(=O)N(CC(=O)N(C)CC(=O)Nc2ccc(Cl)c(C(F)(F)F)c2)C1=O | · | 0.8% | · | · | · | 2.2% | 0.4% | · | 1.1%[50 µM]
O=C(CN1C(=O)/C(=C/c2ccccc2F)SC1=S)NC1C=CS(=O)(=O)C1 (configuration not stated) | 12.2% | 0.7% | 5.0% | -8.6% | 9.6% | 0.0% | -0.3% | 3.5% | 0.0%
NC(=O)CSc1nnc(CSc2ncccn2)n1-c1ccccc1 | 14.8% | 9.7% | 9.9% | -0.3% | 4.4% | -6.3% | 1.4% | -4.8% | 0.3%
O=C(CCC1CCCC1)Nc1ccc(Br)cn1 | 2.9% | -3.9% | 7.0% | -0.5% | 8.8% | -0.8% | 1.7% | 6.1% | 5.8%
CCNC(=S)N/N=C(\C)c1cccc([N+](=O)[O-])c1 | 12.9% | -2.4% | -2.9% | 0.2% | 13.6% | 7.3% | 2.0% | 10.0% | -0.4%
COc1cc2[nH]c(=O)n(Cc3ccc(C(=O)NCCCN4CCC(C)CC4)cc3)c(=O)c2cc1OC | 18.3% | 6.1% | -1.8% | 2.5% | 9.7% | -3.2% | -0.4% | 2.1% | 0.8%
CCOC(=O)C1(Cc2cccc(Cl)c2)CCCN(C(=O)c2cnn(CC)c2)C1 (configuration not stated) | -0.1% | 5.3% | 4.9% | 0.3% | 12.8% | -2.9% | 2.8% | -0.7% | 0.4%[50 µM]
Cc1cc(C)n(CCOc2nonc2N)n1 | 8.6% | 5.8% | 15.0% | 4.0% | -0.8% | -2.0% | 1.2% | -1.2% | 2.4%
CCOc1ccc(NC(=O)c2ccc3c(SCC(=O)O)c4c(nc3c2)CCCC4)cc1 | -4.3% | -1.9% | 7.0% | 15.2% | 10.7% | 0.8% | 1.3% | 3.8% | -0.3%
CC(=O)NC(=S)Nc1ccc(NC(=O)c2cccs2)cc1 | -8.6% | 9.3% | 1.7% | -1.5% | 16.9% | -5.1% | 1.2% | -18.8% | 0.3%
Cc1cc(-c2csc(NC(=O)c3ccc(=O)n(C)n3)n2)c(C)n1CC1CCCO1 (configuration not stated) | 17.4% | 6.9% | 1.9% | -2.5% | 21.1% | 4.9% | 1.7% | -13.9% | 0.1%
CCOC(=O)c1cnc2nc(NCc3ccc(OCc4ccccc4)cc3)[nH]n2c1=O | -0.4% | -0.3% | 7.8% | -1.9% | 16.8% | 0.8% | 2.0% | -2.6% | 2.7%
CCCCCCC1CC(C)(/C(C)=N/NC(N)=O)OC1=O (configuration not stated) | 0.3% | 3.0% | 1.2% | 0.6% | 5.8% | -7.2% | -0.6% | -3.4% | i
Cc1ccc(NC(=O)Cc2nc(COC(=O)C(C)NS(=O)(=O)c3ccc(C)cc3)cs2)cc1 (configuration not stated) | · | 3.7% | · | · | · | -9.2% | -0.2% | · | 0.6%[50 µM]
Cc1cccc(OCC(=O)N2CCN(C(=O)CCC3CCCC3)CC2)c1 | 3.4% | -0.4% | 12.7% | -0.7% | 17.5% | -2.8% | 1.8% | 1.0% | 3.7%
COc1cc([N+](=O)[O-])ccc1NC(=O)CCCOc1cccc(C)c1C | -14.5% | -2.1% | -5.9% | -0.9% | 7.2% | -3.2% | 6.2% | 1.8% | 0.1%
O=C(Nc1ccccc1)c1cccnc1N1CCCC1 | 0.4% | 5.0% | 15.1% | 0.1% | 22.0% | 1.4% | -0.4% | 11.1% | 1.1%
O=S(=O)(c1cccs1)N1CCN(c2cccc(Cl)c2)CC1 | -7.4% | 3.0% | 1.7% | -0.6% | 9.2% | 0.0% | 4.0% | -1.6% | 0.2%
NCCC1CCCC(CCN)N1 (configuration not stated) | · | 10.0% | · | · | 18.9% | -0.7% | 0.5% | -9.0% | 6.5%
Cc1ccc2nc(-c3ccc(NC(=O)CCN4C(=O)c5ccccc5C4=O)cc3)sc2c1 | -18.3% | 0.5% | 6.5% | -1.4% | 13.0% | -6.7% | 7.4% | -9.4% | 0.2%
Cn1c(=O)c(=O)n(C)c2cc(S(=O)(=O)CCC(=O)Nc3ccc(C(F)(F)F)cc3)ccc21 | -14.4% | -4.9% | 0.2% | -0.3% | 8.1% | 3.5% | 0.3% | 6.2% | 0.1%
CC(=O)Nc1ccc2c(CSc3nnc(-c4cccnc4)n3-c3ccc(C)cc3C)cc(=O)oc2c1 | -9.3% | 9.2% | 3.2% | 2.0% | 9.0% | 1.3% | 5.7% | -2.3% | 0.2%[50 µM]
Cc1c(C)c2c(OCC(=O)O)cc3c(c2oc1=O)CCC(C)(C)O3 | -10.5% | 10.2% | 1.5% | 1.9% | -0.8% | -7.8% | 2.1% | 21.9% | 0.1%
COc1cc(/C=N/Nc2nc(Nc3ccc(C)cc3)nc(-n3nc(C)cc3C)n2)cc(OC)c1OC | -23.2% | 1.6% | 0.1% | -1.7% | 5.2% | 1.9% | 0.9% | 3.3% | 0.4%
CN(C(=O)C(=O)c1cn(CC(=O)N2CCCC2)c2ccccc12)C1CCCCC1 | 1.8% | 7.2% | 2.1% | -0.7% | 24.7% | -3.5% | 0.6% | -9.8% | 0.1%
CCCNS(=O)(=O)c1ccc(OCC(=O)N2CCc3ccccc3C2)c(C)c1 | 15.4% | 3.3% | -0.9% | 0.3% | -7.9% | -2.3% | 1.1% | 11.7% | -0.2%
Cc1ccc2nccc(C(=O)N3CCCC(Nc4ccc(C)c(C)c4)C3)c2c1 (configuration not stated) | 5.5% | -11.8% | -22.4% | -0.8% | -5.6% | 5.3% | -1.4% | 0.3% | -0.1%
NNC(=O)c1cc2ccccc2cc1NS(=O)(=O)c1ccccc1 | -11.5% | 7.2% | 5.7% | -0.6% | 8.5% | -2.6% | 7.4% | -2.9% | 0.2% | Dengue-2 NS5 capping pilot replicate=-4.0
CCCC(O)(CCN1CCOCC1)c1ccc(Cl)cc1 (configuration not stated) | 12.4% | 8.6% | -4.1% | 0.8% | 15.0% | -7.1% | 0.3% | 7.8% | 0.2%

Bioassay records from PubChem BioAssay.
